GDH-TPI inh: GDH-TPI coupled enzyme inhibition counter-screen | actives 1.2% (n = 360,000) | inhibition, % at 4.8 µM | GDH-TPI coupled enzyme counterscreen, NADH absorbance | AID 588335;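 further: 0% = DMSO wells and 100% = wells lacking the enzyme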
BoNT-F LC inh: BoNT F light chain protease inhibition; inhibition, % at 10 µM; Multiplex microsphere protease cleavage assay, flow cytometry; actives 0.22% (n = 360,000); in the data active means inhibition above about 35%, passing the limit was not always enough; inconclusive means no clear call, values can overlap the other calls; further: plate controls were buffer without enzyme for full effect and enzyme alone for no effect
FBA Mtb inh: inhibits M. tuberculosis FBA enzyme | purified M. tuberculosis FBA, fluorescence read-out | inhibition, % at 1 µM | actives 2.3% (n = 360,000) | AID 588726; in the data active means inhibition above about 27%;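 further: 0% = vehicle and 100% = reference inhibitor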
Target sequence (P9WQA3 whole entry, looked up): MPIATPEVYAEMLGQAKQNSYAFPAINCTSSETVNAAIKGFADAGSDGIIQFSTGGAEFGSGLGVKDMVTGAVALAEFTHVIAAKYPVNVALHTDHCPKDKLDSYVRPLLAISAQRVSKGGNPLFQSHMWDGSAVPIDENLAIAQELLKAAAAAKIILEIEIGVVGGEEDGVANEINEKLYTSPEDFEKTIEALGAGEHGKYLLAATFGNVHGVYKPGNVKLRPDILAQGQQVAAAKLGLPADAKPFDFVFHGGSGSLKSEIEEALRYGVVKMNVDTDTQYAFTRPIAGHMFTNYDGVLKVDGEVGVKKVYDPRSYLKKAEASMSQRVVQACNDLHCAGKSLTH
CCHFV vOTU inh: blocks the CCHF virus ovarian tumor domain protease; CCHFV vOTU protease, Pep-AMC fluorescence; actives 0.55% (n = 370,000); AID 651958; inhibition, % at 11.5 µM; further: 0% = vehicle wells with enzyme and 100% = no enzyme wells
PrPC surface inh: cell surface PrPC inhibition, primary TR-FRET screen; P04156; TR-FRET read-out; inhibition, % at 13.8 µM; actives 0.43% (n = 370,000); AID 720596; in the data active means inhibition above about 24%; further: 0% = median of the test wells and 100% = reference compound wells
UGM FP inh: inhibitors of M. tuberculosis UDP-galactopyranose mutase. actives 0.06% (n = 320,000). inhibition, % at 10 µM. P9WIQ1. purified UGM, fluorescence polarization probe displacement. AID 504406; in the data active means inhibition above about 10%, passing the limit was not always enough; inconclusive means no clear call, values can overlap the other calls
Target sequence (P9WIQ1 whole entry, looked up): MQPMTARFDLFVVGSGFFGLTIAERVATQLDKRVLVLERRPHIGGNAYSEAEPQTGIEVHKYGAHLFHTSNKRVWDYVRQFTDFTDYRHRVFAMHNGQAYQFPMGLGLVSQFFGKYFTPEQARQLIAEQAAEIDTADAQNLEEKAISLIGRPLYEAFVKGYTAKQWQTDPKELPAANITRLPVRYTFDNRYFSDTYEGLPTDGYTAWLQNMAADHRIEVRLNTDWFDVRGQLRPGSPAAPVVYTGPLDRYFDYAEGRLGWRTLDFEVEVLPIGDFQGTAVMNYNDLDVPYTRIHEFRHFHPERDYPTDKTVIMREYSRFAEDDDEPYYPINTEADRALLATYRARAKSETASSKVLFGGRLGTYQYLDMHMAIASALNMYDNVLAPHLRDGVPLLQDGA
FadD28 binding: M. tuberculosis FadD28 bisubstrate binding inhibition; FadD28 bisubstrate probe binding, fluorescence polarization; inhibition, % at 12.5 µM; actives 0.22% (n = 360,000); in the data active means inhibition above about 8.5%, passing the limit was not always enough; inconclusive means no clear call, values can overlap the other calls
BoNT A protease: BoNT A light chain protease inhibition. multiplex microsphere protease substrate cleavage, flow cytometry. inhibition, % at 10 µM. actives 0.17% (n = 360,000). AID 588499; in the data active means inhibition above about 30%; inconclusive means no clear call, values can overlap the other calls; further: plate controls were buffer without enzyme for full effect and enzyme alone for no effect
Mtb BioA inh: inhibitors of Mycobacterium tuberculosis BioA enzyme; purified M. tuberculosis BioA enzyme, plate reader; inhibition, % at 9.99 µM; actives 0.096% (n = 360,000); AID 602481; in the data active means inhibition above about 40%; inconclusive means no clear call, values can overlap the other calls
Active calls of the source: *. Unless noted, no stated cut-off is given here; in the data, active means inhibition above about 30%; inactive means the rest.

`CN1CCN(C2CN(Cc3cn(Cc4ccc(C(F)(F)F)cc4)nn3)S(=O)(=O)C2)CC1` (stereo not drawn) gave BoNT-F LC inh -2, CCHFV vOTU inh 0, PrPC surface inh -2 and BoNT A protease -0.2.
For CCNC(=S)Nc1cc(OCC)c(NC(=O)c2cccs2)cc1OCC the results were GDH-TPI inh 12, BoNT-F LC inh 5, FBA Mtb inh -1, CCHFV vOTU inh 9, PrPC surface inh -2, UGM FP inh 0.5, FadD28 binding -1.7, BoNT A protease 0.5 and Mtb BioA inh 0.4.
`CCC(C)Sc1cc(C(F)(F)F)c(C(=O)Nc2ccc(Cl)cc2)cn1` (stereo not drawn) gave GDH-TPI inh 9, BoNT-F LC inh -3, FBA Mtb inh 0, CCHFV vOTU inh 2, PrPC surface inh -2, UGM FP inh 1.6, FadD28 binding -4.0, BoNT A protease -0.5 and Mtb BioA inh 0.9.
Screening N#CC(C(=S)Nc1ccccc1)c1nc2ccccc2[nH]1 (stereo not drawn) returned GDH-TPI inh 62*, BoNT-F LC inh inconclusive, FBA Mtb inh -1, CCHFV vOTU inh 1, PrPC surface inh -5, UGM FP inh -1.1, FadD28 binding -0.8, BoNT A protease -2.4 and Mtb BioA inh -0.7.
O=C(/C=C/[C@H]1O[C@@H](n2ccc(=O)[nH]c2=O)[C@H](O)[C@@H]1O)NCCCc1ccccc1 was read as BoNT-F LC inh -3, FBA Mtb inh 0, CCHFV vOTU inh 13, PrPC surface inh -3, FadD28 binding 0.2, BoNT A protease 0.8 and Mtb BioA inh -0.6.
Screening COc1ccc(CN2CCCCCC2)cc1 returned GDH-TPI inh 3, BoNT-F LC inh inconclusive, FBA Mtb inh -2, CCHFV vOTU inh 8, PrPC surface inh -11, UGM FP inh -0.3, FadD28 binding -2.6, BoNT A protease -3.0 and Mtb BioA inh -1.4.
COc1cccc(NC(=O)CN(C)C(=O)CN2C(=O)NC3(CCCC3)C2=O)c1 was read as GDH-TPI inh 6, BoNT-F LC inh -8, FBA Mtb inh -2, CCHFV vOTU inh -6, PrPC surface inh 0, UGM FP inh 2.3, FadD28 binding -2.2, BoNT A protease -1.2 and Mtb BioA inh 0.5.
For O=C(O)CN1C(=O)/C(=C/C=C/c2ccccc2)SC1=S the results were GDH-TPI inh 10, BoNT-F LC inh -8, FBA Mtb inh -17, CCHFV vOTU inh -16, PrPC surface inh -8, UGM FP inh -0.5, FadD28 binding 2.2 and BoNT A protease -1.1.
Screening O=C(NCC1CCCO1)C1CCN(S(=O)(=O)c2cccc3nonc23)CC1 (stereo not drawn) returned GDH-TPI inh 2, BoNT-F LC inh 2, FBA Mtb inh -1, CCHFV vOTU inh 3, PrPC surface inh -31, UGM FP inh 4.8, FadD28 binding -2.8, BoNT A protease -0.5 and Mtb BioA inh 1.2.
`CC(=O)Nc1cccc(NC(=O)C2C3C=CC(C3)C2C(=O)O)c1` (stereo not drawn) gave GDH-TPI inh 6, BoNT-F LC inh -21, FBA Mtb inh 3, CCHFV vOTU inh -17, PrPC surface inh 3, UGM FP inh -1.7, FadD28 binding 1.7, BoNT A protease 0.2 and Mtb BioA inh -0.5.
O=C(Cn1nc(-c2ccccc2)c2ccccc2c1=O)NCCO was read as GDH-TPI inh -4, BoNT-F LC inh -7, FBA Mtb inh -4, CCHFV vOTU inh -1, PrPC surface inh 0, UGM FP inh -0.8, FadD28 binding -2.4, BoNT A protease 0.9 and Mtb BioA inh -1.2.
Screening COc1cccc(-c2ccc3c(c2)C2CC3CCN2C(=O)c2ccc(Cl)cc2)c1 (stereo not drawn) returned GDH-TPI inh -8, BoNT-F LC inh -6, FBA Mtb inh 2, CCHFV vOTU inh -1, PrPC surface inh 1, FadD28 binding -3.8, BoNT A protease 0.0 and Mtb BioA inh -0.9.
Screening O=C(CCN1C(=O)/C(=C/c2ccc3c(c2)OCO3)SC1=S)Nc1ccc(C(=O)O)cc1 returned GDH-TPI inh 10, BoNT-F LC inh 12, FBA Mtb inh -2, CCHFV vOTU inh -3, PrPC surface inh -3, UGM FP inh 0.2, FadD28 binding -1.1, BoNT A protease 2.6 and Mtb BioA inh -3.8.
Screening c1nc(NC2CCCCC2)c2[nH]cnc2n1 returned GDH-TPI inh -9, BoNT-F LC inh 0, FBA Mtb inh 1, CCHFV vOTU inh -4, PrPC surface inh -2, UGM FP inh -0.7, FadD28 binding -2.6 and BoNT A protease -0.1.
Cc1nc2nc(-c3cccnc3)[nH]n2c(=O)c1Cc1ccccc1 was read as GDH-TPI inh 6, BoNT-F LC inh 3, FBA Mtb inh 0, CCHFV vOTU inh 2, PrPC surface inh 2, UGM FP inh 1.4, FadD28 binding 0.8, BoNT A protease 1.7 and Mtb BioA inh 3.8.
COc1ccc(CCNC(=O)c2ccc(CS(=O)Cc3ccc(Cl)cc3)o2)cc1OC (stereo not drawn) was read as GDH-TPI inh -9, BoNT-F LC inh 8, FBA Mtb inh -8, CCHFV vOTU inh 8, PrPC surface inh -7, UGM FP inh -0.3, FadD28 binding -3.5, BoNT A protease 1.2 and Mtb BioA inh 1.7.
CCCCOc1ccc(C(=O)N2CCN(c3ncccn3)CC2)cc1 was read as GDH-TPI inh 9, FBA Mtb inh -1, CCHFV vOTU inh -3, PrPC surface inh 9, UGM FP inh 4.9, FadD28 binding 0.9 and Mtb BioA inh 0.7.
For CCOC(=O)c1sc(=S)n(-c2cc(OC)ccc2OC)c1N the results were GDH-TPI inh 11, BoNT-F LC inh -8, FBA Mtb inh -4, CCHFV vOTU inh 8, PrPC surface inh -3, UGM FP inh 3.0, FadD28 binding -1.5 and BoNT A protease -0.4.
COc1cccc(/C=N/NC(=O)CNC(=O)/C=C\c2ccccc2)c1O was read as GDH-TPI inh 14, BoNT-F LC inh 3, FBA Mtb inh 1, CCHFV vOTU inh -1, PrPC surface inh 0, UGM FP inh 0.6, FadD28 binding -2.1, BoNT A protease 0.7 and Mtb BioA inh -1.7.
CCC1(N(C(C)=O)c2ccc(OC)cc2)C(=O)c2ccccc2C1=O was read as GDH-TPI inh -2, BoNT-F LC inh 0, FBA Mtb inh 0, CCHFV vOTU inh 19, PrPC surface inh 0, UGM FP inh -3.7, FadD28 binding -3.6 and BoNT A protease -0.5.
COc1ccc(Br)cc1CNc1ccc(O)cc1 was read as GDH-TPI inh 2, BoNT-F LC inh -19, FBA Mtb inh -7, CCHFV vOTU inh 25, PrPC surface inh -11, UGM FP inh -0.3, FadD28 binding -1.5, BoNT A protease -0.3 and Mtb BioA inh 1.3.
CNC(=S)N(Cc1cccs1)Cc1cc2cc(OC)c(OC)cc2[nH]c1=O was read as GDH-TPI inh 14, BoNT-F LC inh 1, FBA Mtb inh 21, CCHFV vOTU inh -19, PrPC surface inh -3, UGM FP inh -2.0, FadD28 binding -2.7, BoNT A protease 0.3 and Mtb BioA inh -1.0.
Cc1ccc(S(=O)(=O)c2cc(C)cc(S(=O)(=O)Nc3ccc(C(=O)O)cc3)c2C)cc1 was read as GDH-TPI inh -2, BoNT-F LC inh 39*, FBA Mtb inh 1, CCHFV vOTU inh 4, PrPC surface inh -6, UGM FP inh -0.6, FadD28 binding -2.6, BoNT A protease -2.1 and Mtb BioA inh 0.3.
For Cc1cc2ccccc2c(=O)n1CC(=O)NCC(=O)N1CCCC(C)C1 (stereo not drawn) the results were GDH-TPI inh 27, BoNT-F LC inh -6, FBA Mtb inh 5, CCHFV vOTU inh -10, PrPC surface inh -1, UGM FP inh 1.1, FadD28 binding 1.2, BoNT A protease -1.5 and Mtb BioA inh 0.0.
`COc1ccc(NC(=O)C2c3ccccc3OCC(=O)N2Cc2cccnc2)cc1` (stereo not drawn) gave BoNT-F LC inh 2, CCHFV vOTU inh -8, PrPC surface inh 0 and BoNT A protease 0.1.
`Cc1ccc(N2C(=O)NC(=O)/C(=C\c3cn(CC(=O)O)c4ccccc34)C2=O)cc1` gave GDH-TPI inh 11, BoNT-F LC inh 11, FBA Mtb inh -10, CCHFV vOTU inh 0, PrPC surface inh 8, UGM FP inh 3.9, FadD28 binding -0.7, BoNT A protease -2.0 and Mtb BioA inh -1.1.
`O=C1C=CC2C(c3ccc4c(c3)OCO4)CC1N2Cc1ccccc1` (stereo not drawn) gave GDH-TPI inh 5, BoNT-F LC inh -3, FBA Mtb inh 3, CCHFV vOTU inh 19, PrPC surface inh 4, UGM FP inh 2.9, FadD28 binding -3.7, BoNT A protease 0.2 and Mtb BioA inh 0.0.
Screening Cc1cccc(C)c1-n1nnnc1-c1nc2cc(Br)ccc2[nH]c1=O returned BoNT-F LC inh -23, CCHFV vOTU inh 1, PrPC surface inh 3 and BoNT A protease 0.2.
Screening CC(C)n1nnnc1SCC(=O)N1CCN(C(=O)c2ccco2)CC1 returned GDH-TPI inh -2, BoNT-F LC inh 6, FBA Mtb inh 2, CCHFV vOTU inh 11, PrPC surface inh 4, UGM FP inh -0.2, FadD28 binding -1.0, BoNT A protease 0.1 and Mtb BioA inh -2.0.
For CCOC(=O)C1=C(CCc2ccccc2)NC(=O)NC1c1cccc([N+](=O)[O-])c1 (stereo not drawn) the results were GDH-TPI inh 4, BoNT-F LC inh 2, FBA Mtb inh 0, CCHFV vOTU inh 5, PrPC surface inh 2, UGM FP inh 0.2, FadD28 binding -0.7, BoNT A protease 0.0 and Mtb BioA inh -4.1.
Screening COc1ccc(NC(=O)CO/N=C2/CCCc3nonc32)c(OC)c1 returned GDH-TPI inh 8, BoNT-F LC inh -10, FBA Mtb inh 2, CCHFV vOTU inh -12, PrPC surface inh -2, UGM FP inh 0.5, FadD28 binding -0.7 and BoNT A protease -0.3.
For CN(Cc1cnn(C)c1)S(=O)(=O)c1cccc([N+](=O)[O-])c1 the results were GDH-TPI inh -3, BoNT-F LC inh -1, FBA Mtb inh 2, CCHFV vOTU inh 2, PrPC surface inh -19, UGM FP inh 3.7, FadD28 binding -2.8, BoNT A protease -1.0 and Mtb BioA inh 0.6.
Cc1ccc(S(=O)(=O)NCC(=O)OCC(=O)Nc2ccc(C)c(S(=O)(=O)N3CCOCC3)c2)cc1 was read as GDH-TPI inh -9, BoNT-F LC inh 1, FBA Mtb inh -2, CCHFV vOTU inh 21, PrPC surface inh 6, UGM FP inh -2.4, FadD28 binding -3.6, BoNT A protease 3.2 and Mtb BioA inh 0.6.
For Cc1cc(F)ccc1C(O)c1ncc(-c2ccc(Oc3ccccc3)cc2)[nH]1 (stereo not drawn) the results were GDH-TPI inh 5, BoNT-F LC inh -3, FBA Mtb inh -1, CCHFV vOTU inh 4, PrPC surface inh 2, FadD28 binding -4.2, BoNT A protease -0.7 and Mtb BioA inh -1.7.
`Cc1nc(-c2ccc(F)cc2)c(CC(=O)N(C)CC(=O)Nc2ccccc2Br)s1` gave GDH-TPI inh 4, BoNT-F LC inh 3, FBA Mtb inh 2, CCHFV vOTU inh -10, PrPC surface inh 7, UGM FP inh 0.0, FadD28 binding 0.0, BoNT A protease 1.4 and Mtb BioA inh 2.6.
CC(=O)Nc1ccc(S(=O)(=O)N(C)CC(=O)N/N=C/c2ccc(C(=O)O)cc2)cc1 was read as GDH-TPI inh 5, BoNT-F LC inh inconclusive, FBA Mtb inh 0, CCHFV vOTU inh 3, PrPC surface inh 1, UGM FP inh 1.2, FadD28 binding -0.9, BoNT A protease 5.7 and Mtb BioA inh 8.9.

Reprinted at random: 3 entries already listed, in no set order.
For CCOC(=O)C1=C(CCc2ccccc2)NC(=O)NC1c1cccc([N+](=O)[O-])c1 (stereo not drawn) the results were GDH-TPI inh 4, BoNT-F LC inh 2, FBA Mtb inh 0, CCHFV vOTU inh 5, PrPC surface inh 2, UGM FP inh 0.2, FadD28 binding -0.7, BoNT A protease 0.0 and Mtb BioA inh -4.1.
Screening COc1ccc(NC(=O)CO/N=C2/CCCc3nonc32)c(OC)c1 returned GDH-TPI inh 8, BoNT-F LC inh -10, FBA Mtb inh 2, CCHFV vOTU inh -12, PrPC surface inh -2, UGM FP inh 0.5, FadD28 binding -0.7 and BoNT A protease -0.3.
`O=C1C=CC2C(c3ccc4c(c3)OCO4)CC1N2Cc1ccccc1` (stereo not drawn) gave GDH-TPI inh 5, BoNT-F LC inh -3, FBA Mtb inh 3, CCHFV vOTU inh 19, PrPC surface inh 4, UGM FP inh 2.9, FadD28 binding -3.7, BoNT A protease 0.2 and Mtb BioA inh 0.0.
